Tau ThT inhib: qHTS for Inhibitors of Tau Fibril Formation, Thioflavin T Binding. 270,000 tested, 2.1% active. Potency, µM (series often up to 57.4 µM), for inactives: at the top dose activity, negative = inhibition, actives largely listed as inhibitors. recombinant tau K18 P301L, heparin-induced fibrillization, ThT fluorescence; note: nearly all actives have a fitted effect of over 55% in size
Target sequence (P10636 561-689 P618L limits assumed): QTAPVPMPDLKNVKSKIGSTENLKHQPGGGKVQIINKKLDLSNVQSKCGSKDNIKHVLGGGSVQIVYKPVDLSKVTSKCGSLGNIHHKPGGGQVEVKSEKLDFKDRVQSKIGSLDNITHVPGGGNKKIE
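Fibril formation assay: tau K18 P301L at 15 uM with trace Alexa 594 label, heparin inducer 20 uM, pH 7 sodium acetate buffer, 37 C for 6 hr; endpoint ThT signal.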
Tau fluor counter: Counterscreen qHTS for Inhibitors of Tau Fibril Formation, Fluorescence Polarization | tau K18 P301L (four-repeat tau fragment) Alexa594 fluorescence, heparin fibrillization | Potency, µM (top dose mostly 57.7 µM), without a hit: at the highest dose activity change, negative = decrease | AID 1463, 2008 | 280,000 tested, 0.93% active; note: nearly all actives have a fitted effect of over 55% in size
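Human K18 P301L tau (15 uM unlabeled plus 0.24 uM Alexa 594-labeled, final) in 100 mM sodium acetate pH 7 was mixed with compound and 20 uM heparin and incubated 6 hr at 37 C.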
ALDH1A1 inh: qHTS Assay for Inhibitors of Aldehyde Dehydrogenase 1 (ALDH1A1); Purified ALDH1A1, NADH fluorescence, propionaldehyde substrate; Potency, µM (series often up to 75.3 µM), inactives show at the top dose activity, negative = inhibition, usual class: inhibitors; 220,000 tested, 7.3% active; Aldehyde dehydrogenase 1A1 (Homo sapiens), P00352; active = well fitted inhibition curve with a large enough effect, not every such curve was filed as active; inconclusive = small, poorly fitted or top-dose-only effect, or another doubt; inactive = no such curve, though single readings can be large or run the other way;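 note: plate controls were no enzyme wells and a reference inhibitor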
L3MBTL1 inh: qHTS Assay for the Inhibitors of L3MBTL1; Lethal(3)malignant brain tumor-like protein 1 (Homo sapiens), Q9Y468; AlphaScreen L3MBTL1–H3K9me1 peptide binding; Potency, µM (series often up to 57.1 µM), without a hit: at the highest dose activity, negative = inhibition, hits mostly inhibitors; 230,000 tested, 0.66% active; note: nearly all actives have a fitted effect of over 60% in size
Target sequence (Q9Y468 whole entry, looked up): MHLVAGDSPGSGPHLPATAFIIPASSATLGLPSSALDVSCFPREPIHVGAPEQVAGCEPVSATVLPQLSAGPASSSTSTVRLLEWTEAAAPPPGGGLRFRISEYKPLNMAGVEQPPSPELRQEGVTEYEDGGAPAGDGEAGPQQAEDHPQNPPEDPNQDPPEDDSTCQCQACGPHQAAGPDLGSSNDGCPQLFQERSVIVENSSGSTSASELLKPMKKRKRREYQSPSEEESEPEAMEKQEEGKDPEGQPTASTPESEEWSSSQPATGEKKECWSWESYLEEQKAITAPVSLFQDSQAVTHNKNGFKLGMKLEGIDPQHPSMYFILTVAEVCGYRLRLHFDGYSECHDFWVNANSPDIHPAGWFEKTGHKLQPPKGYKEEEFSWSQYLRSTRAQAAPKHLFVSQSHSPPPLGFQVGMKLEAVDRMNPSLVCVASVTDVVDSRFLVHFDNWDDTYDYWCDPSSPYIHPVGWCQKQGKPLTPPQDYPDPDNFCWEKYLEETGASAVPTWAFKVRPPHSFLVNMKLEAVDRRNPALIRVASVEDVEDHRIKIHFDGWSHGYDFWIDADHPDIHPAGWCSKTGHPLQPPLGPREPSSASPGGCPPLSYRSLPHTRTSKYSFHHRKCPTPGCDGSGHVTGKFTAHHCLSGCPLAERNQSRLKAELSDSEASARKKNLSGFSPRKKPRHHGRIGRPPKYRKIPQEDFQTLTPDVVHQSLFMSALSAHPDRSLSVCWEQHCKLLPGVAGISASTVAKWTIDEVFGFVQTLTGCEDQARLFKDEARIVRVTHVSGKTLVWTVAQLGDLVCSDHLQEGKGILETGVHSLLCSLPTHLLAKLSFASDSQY
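Read-out is AlphaScreen signal from streptavidin donor and nickel chelate acceptor beads (10 ug/mL final each) bridging L3MBTL1 (50 nM) and biotinylated K9-monomethylated H3(1-15) peptide (75 nM), after 30 min compound exposure at room temperature.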
TRb-SRC2 inh: qHTS for Inhibitors of the Interaction of Thyroid Hormone Receptor and Steroid Receptor Coregulator 2; 280,000 tested, 0.065% active; TRbeta-SRC2 peptide binding, fluorescence polarization; receptor liganded with 1 µM T3; AID 1469, 2008; Thyroid hormone receptor beta (Homo sapiens), P10828; Potency, µM (titrated, usually from 106 µM), for the others: at the highest dose activity change, negative = inhibition, hits mostly inhibitors;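 note: plate controls were bound peptide for no effect and peptide without receptor for full effect; nearly all actives have a fitted effect of over 50% in size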
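A fluorescence polarization screen tested compounds at multiple concentrations against complex formation between 0.6 uM TRb ligand-binding domain and 20 nM Texas Red SRC2 peptide, with 1 uM T3 present; readout after 5 hr.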
GLA spleen mod: qHTS Assay for Inhibitors and Activators of Human alpha-Galactosidase From Spleen Homogenate; human spleen homogenate, 4MU-alpha-Gal fluorescence, 40 min; Alpha-galactosidase A (Homo sapiens), P06280; Potency, µM (series often up to 80 µM), for inactives: top-dose activity change, negative = inhibition, usual class: inhibitors; AID 2107, 2009; 240,000 tested, 0.008% active;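 note: 0% = enzyme with vehicle and -100% = no enzyme basal signal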
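Inhibition or activation of alpha-galactosidase in human spleen homogenate is scored by 4-MU fluorescence after 40 min at 37C, pH 5.0, with 1 mM substrate. AC50s come from concentration-response fitted to the Hill equation.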
Tau fibril FP: qHTS for Inhibitors of Tau Fibril Formation, Fluorescence Polarization; Potency, µM (titrated, usually from 57.7 µM), inactives show at the top dose activity, negative = inhibition, usual class: inhibitors; 280,000 tested, 0.39% active; K18 P301L tau heparin fibrillization, Alexa594 FP, 6 h; Microtubule-associated protein tau (Homo sapiens), P10636; AID 1468, 2008; note: nearly all actives have a fitted effect of over 55% in size
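Steps: dispense K18 P301L tau (15 uM plus 0.24 uM Alexa 594 tracer, final) in pH 7 sodium acetate; add compound; add heparin (20 uM final); incubate 6 hr, 37 C; add ThT (30 uM final); after 1 hr ambient, read FP.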
TR SRC2 fluor cs: Total Fluorescence Counterscreen for Inhibitors of the Interaction of Thyroid Hormone Receptor and Steroid Receptor Coregulator 2 | TRb/SRC2 Texas Red total fluorescence interference | Potency, µM (titrated, usually from 106 µM), for the others: top-dose fluorescence change, negative = quenching | 280,000 tested, 0.29% active | AID 1479, 2009; active = well fitted curve in either direction with a large enough effect; inconclusive = small, poorly fitted or top-dose-only effect
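Human TRb ligand-binding domain at 0.6 uM with 20 nM Texas Red SRC2 peptide in Tris buffer containing 1 uM T3 and 5% DMSO, incubated with compound 5 h at ambient temperature. Total fluorescence (555/632 nm) calculated as parallel + 2 × perpendicular.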
* hit, by the source's call; [ ] = another dose, or the depositor's remark. Unless noted, calls come from the whole dose curve; as a rule, active = well fitted curve in the direction sought with a large enough effect; inconclusive = small, poorly fitted or top-dose-only effect, or another doubt; inactive = no such curve, though single readings can be large; an effect the other way counts as inactive or inconclusive. Unless noted, % is set by controls: 0 for no effect and ±100 for the full control effect; potency is the fitted concentration of half-maximal effect. The order is random; 8.5% or so of the library scored in one or more.

For CCOC(=O)Cn1c(=O)n(Cc2ccco2)c(=O)c2ccc(C(=O)NC3CCCC3)cc21 the results were Tau ThT inhib -13%, Tau fluor counter -15%, ALDH1A1 inh 7.9µM*, TRb-SRC2 inh -3%, GLA spleen mod -5%, Tau fibril FP -8% and TR SRC2 fluor cs 7%.
For Cc1nc(C(=O)NCC(=O)c2ccccc2)c(C(F)(F)F)o1 the results were Tau ThT inhib 0%, Tau fluor counter 1%, ALDH1A1 inh 1%, L3MBTL1 inh -23%, TRb-SRC2 inh 4%, GLA spleen mod -2%, Tau fibril FP -9% and TR SRC2 fluor cs 0%.
For O=C(COc1ccccc1)NCCSCc1ccc(Cl)cc1 the results were Tau ThT inhib -11%, Tau fluor counter -10%, ALDH1A1 inh -1%, L3MBTL1 inh 8%, TRb-SRC2 inh -2%, GLA spleen mod 2%, Tau fibril FP 10% and TR SRC2 fluor cs -1%.
Screening O=C(NCc1cccnc1)c1ccccc1NS(=O)(=O)c1ccc(F)cc1F returned Tau ThT inhib -8%, Tau fluor counter -4%, L3MBTL1 inh 7%, TRb-SRC2 inh 1%, GLA spleen mod 5%, Tau fibril FP -5% and TR SRC2 fluor cs 0%.
O=C(CN1CCOCC1)Nc1c2c(nc3ccccc13)N(Cc1ccccc1)CC2 was read as Tau ThT inhib -6%, Tau fluor counter -5%, ALDH1A1 inh inconclusive, L3MBTL1 inh 4%, TRb-SRC2 inh -4%, GLA spleen mod 16%, Tau fibril FP 7% and TR SRC2 fluor cs 0%.
Screening O=C(NCc1ccccc1Cl)C1CCC(CNS(=O)(=O)c2ccc(Br)s2)CC1 (centres undefined) returned Tau ThT inhib 7%, Tau fluor counter -8%, TRb-SRC2 inh 2%, Tau fibril FP inconclusive and TR SRC2 fluor cs 1%.
O=C(O)c1cccc(CSc2nc(-c3ccc(Cl)cc3)cc(C(F)(F)F)n2)c1 was read as Tau ThT inhib inconclusive, Tau fluor counter -8%, ALDH1A1 inh 2%, L3MBTL1 inh 3%, TRb-SRC2 inh -18%, GLA spleen mod 2%, Tau fibril FP -9% and TR SRC2 fluor cs -2%.
`CC(C)OC(=O)CSc1nc2cc3c(cc2cc1C#N)OCO3` gave Tau ThT inhib -10%, Tau fluor counter -15%, ALDH1A1 inh 9%, L3MBTL1 inh -11%, TRb-SRC2 inh -12%, GLA spleen mod -2%, Tau fibril FP -11% and TR SRC2 fluor cs 0%.
`CCCCOC(=O)CSC1=C(C#N)C(c2ccccc2OC)C(C#N)C(=O)N1` (centres undefined) gave Tau ThT inhib -7%, Tau fluor counter -13%, ALDH1A1 inh inconclusive, L3MBTL1 inh -5%, TRb-SRC2 inh -11%, GLA spleen mod 7%, Tau fibril FP 6% and TR SRC2 fluor cs -1%.
Screening CCO[C@H]1OC(C(=O)NCc2ccccc2)=C[C@@H](c2ccc3c(c2)OCO3)[C@@H]1CCCO returned Tau ThT inhib -4%, Tau fluor counter -8%, ALDH1A1 inh 8%, L3MBTL1 inh 5%, TRb-SRC2 inh -6%, GLA spleen mod -9%, Tau fibril FP -7% and TR SRC2 fluor cs -2%.
O=c1[nH]ncc2c3ccccc3n(Cc3ccccc3F)c12 was read as Tau ThT inhib -2%, Tau fluor counter -15%, ALDH1A1 inh -49%, L3MBTL1 inh -6%, TRb-SRC2 inh 9%, GLA spleen mod -16%, Tau fibril FP 3% and TR SRC2 fluor cs 2%.
`COCCCn1c(=N)c(C(=O)NC2CCCC2)cc2c(=O)n3ccccc3nc21` gave Tau ThT inhib -2%, Tau fluor counter -11%, TRb-SRC2 inh 4%, Tau fibril FP -4% and TR SRC2 fluor cs -3%.
Screening O=C(c1ccc(S(=O)(=O)N2CCCCC2)cc1)N1CCN=C1SCc1cccnc1 returned Tau ThT inhib -4%, Tau fluor counter -7%, ALDH1A1 inh inconclusive, TRb-SRC2 inh 2%, GLA spleen mod 1%, Tau fibril FP -1% and TR SRC2 fluor cs -2%.
COc1ccc(CNC(=O)COC(=O)C2=COCCO2)cc1 was read as Tau ThT inhib -7%, Tau fluor counter -7%, ALDH1A1 inh inconclusive, TRb-SRC2 inh -3%, GLA spleen mod 1%, Tau fibril FP -1% and TR SRC2 fluor cs 0%.
For Cc1c(NC(=O)C(C)c2ccc(CC(C)C)cc2)c(=O)n(-c2ccccc2)n1C (centres undefined) the results were Tau ThT inhib -5%, Tau fluor counter -10%, ALDH1A1 inh inconclusive, TRb-SRC2 inh -5%, GLA spleen mod -2%, Tau fibril FP -8% and TR SRC2 fluor cs 0%.
Screening C=CC[C@@H]1C=C[C@H](O/N=C(\C)CCN2CCCCc3nc(C)c(C)cc32)[C@H](CO)O1 returned Tau ThT inhib 4%[11.5 µM], Tau fluor counter 4%[11.6 µM], ALDH1A1 inh 7%[13.5 µM], TRb-SRC2 inh 4%[11.2 µM], GLA spleen mod 6%[17.5 µM], Tau fibril FP 4%[11.6 µM] and TR SRC2 fluor cs -23%[11.2 µM].
`CCOC(=O)C1CCN(CCC(=O)Nc2ccc(C)cc2)CC1` gave Tau ThT inhib 1%, Tau fluor counter 5%, ALDH1A1 inh 5%, L3MBTL1 inh 6%, TRb-SRC2 inh 1%, GLA spleen mod -3%, Tau fibril FP 1% and TR SRC2 fluor cs 1%.
`C=CCOc1cccc(C2/C(=C(/O)c3ccccc3)C(=O)C(=O)N2CCN2CCOCC2)c1` (centres undefined) gave Tau ThT inhib -14%, Tau fluor counter -1%, ALDH1A1 inh inconclusive, L3MBTL1 inh -4%, TRb-SRC2 inh 1%, GLA spleen mod 3%, Tau fibril FP -3% and TR SRC2 fluor cs -2%.
`O=C(Nc1ccccc1)N(Cc1ccc2c(c1)OCO2)Cc1nc2ccccc2c(=O)[nH]1` gave Tau ThT inhib 3%, Tau fluor counter -11%, ALDH1A1 inh -11%, TRb-SRC2 inh 1%, GLA spleen mod 7%, Tau fibril FP 7% and TR SRC2 fluor cs 1%.
`COc1ccc(NC(=O)C(Cc2ccccc2)NS(=O)(=O)c2ccc3c(c2)CCN3C(C)=O)cc1` (centres undefined) gave Tau ThT inhib -6%, Tau fluor counter -18%, TRb-SRC2 inh 0%, Tau fibril FP 10% and TR SRC2 fluor cs 1%.
O=[N+]([O-])c1ncn(C23CC4CC(CC(C4)C2)C3)n1 was read as Tau ThT inhib 10%, Tau fluor counter 7%, L3MBTL1 inh 8%, TRb-SRC2 inh 3%, GLA spleen mod 2%, Tau fibril FP 2% and TR SRC2 fluor cs 0%.
NC(=O)CCCc1nc(-c2ccccc2Cl)no1 was read as Tau ThT inhib -7%, Tau fluor counter -3%, ALDH1A1 inh 3%, L3MBTL1 inh -4%, TRb-SRC2 inh -1%, GLA spleen mod 22%, Tau fibril FP 1% and TR SRC2 fluor cs -1%.
O=C(NCc1ccncc1)Nc1cccc(Cl)c1 was read as Tau ThT inhib 5%, Tau fluor counter -7%, ALDH1A1 inh 7%, TRb-SRC2 inh -17%, GLA spleen mod -21%, Tau fibril FP -12% and TR SRC2 fluor cs 4%.
`Cc1ccccc1-n1c(-c2ccc3ccccc3n2)n[nH]c1=S` gave Tau ThT inhib -8%, Tau fluor counter -7%, L3MBTL1 inh -4%, TRb-SRC2 inh -8%, GLA spleen mod -1%, Tau fibril FP -2% and TR SRC2 fluor cs 2%.
Screening Cc1cc(C)c2c(N)c(S(=O)(=O)c3ccccc3)sc2n1 returned Tau ThT inhib 0%, Tau fluor counter -14%, ALDH1A1 inh inconclusive, L3MBTL1 inh -1%, TRb-SRC2 inh -3%, GLA spleen mod 6%, Tau fibril FP 1% and TR SRC2 fluor cs 0%.
For Cc1cccc(NC2=NCC(=O)N2Cc2cccs2)c1 the results were Tau ThT inhib -14%, Tau fluor counter -19%, ALDH1A1 inh 0%, L3MBTL1 inh 5%, TRb-SRC2 inh 5%, GLA spleen mod -1%, Tau fibril FP 4% and TR SRC2 fluor cs -2%.
Screening COc1ccc(NC(=O)CSc2nc3c(c(=O)n2-c2ccccc2)SCC3)c(OC)c1 returned Tau ThT inhib -2%, Tau fluor counter -1%, ALDH1A1 inh inconclusive, L3MBTL1 inh -3%, TRb-SRC2 inh 8%, GLA spleen mod 7%, Tau fibril FP inconclusive and TR SRC2 fluor cs -1%.
For Cc1ccc(NC(=O)CSc2n[nH]c(C)c2[N+](=O)[O-])cc1 the results were Tau ThT inhib 1%, Tau fluor counter -2%, ALDH1A1 inh 10%, L3MBTL1 inh 6%, TRb-SRC2 inh -10%, GLA spleen mod 4%, Tau fibril FP 2% and TR SRC2 fluor cs 0%.
Screening O=C(O)c1ccc(NC(=O)c2cc(S(=O)(=O)N3CCCCC3)c(Cl)cc2Cl)cc1 returned Tau ThT inhib 7%, Tau fluor counter 1%, TRb-SRC2 inh -5%, Tau fibril FP 4% and TR SRC2 fluor cs 2%.
CSc1ccccc1-c1nnc(-c2ccc(Cl)cc2Cl)o1 was read as Tau ThT inhib -15%, Tau fluor counter -10%, ALDH1A1 inh inconclusive, L3MBTL1 inh 0%, TRb-SRC2 inh 0%, GLA spleen mod -3%, Tau fibril FP -4% and TR SRC2 fluor cs 0%.

Three entries already listed, ordered by count of non-hydrogen atoms, largest number first:
Screening COc1ccc(NC(=O)CSc2nc3c(c(=O)n2-c2ccccc2)SCC3)c(OC)c1 returned Tau ThT inhib -2%, Tau fluor counter -1%, ALDH1A1 inh inconclusive, L3MBTL1 inh -3%, TRb-SRC2 inh 8%, GLA spleen mod 7%, Tau fibril FP inconclusive and TR SRC2 fluor cs -1%.
Screening O=C(O)c1ccc(NC(=O)c2cc(S(=O)(=O)N3CCCCC3)c(Cl)cc2Cl)cc1 returned Tau ThT inhib 7%, Tau fluor counter 1%, TRb-SRC2 inh -5%, Tau fibril FP 4% and TR SRC2 fluor cs 2%.
CSc1ccccc1-c1nnc(-c2ccc(Cl)cc2Cl)o1 was read as Tau ThT inhib -15%, Tau fluor counter -10%, ALDH1A1 inh inconclusive, L3MBTL1 inh 0%, TRb-SRC2 inh 0%, GLA spleen mod -3%, Tau fibril FP -4% and TR SRC2 fluor cs 0%.
